MITF primary: blocks human microphthalmia-associated transcription factor; O75030; AlphaScreen MITF homodimerization, bead proximity signal; inhibition, % at 2.6 µM; 650,000 tested, 0.91% active; AID 1259374; in the data active = inhibition above about 50%;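 note: 0% = vehicle wells with protein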
Target sequence (O75030 whole entry, looked up): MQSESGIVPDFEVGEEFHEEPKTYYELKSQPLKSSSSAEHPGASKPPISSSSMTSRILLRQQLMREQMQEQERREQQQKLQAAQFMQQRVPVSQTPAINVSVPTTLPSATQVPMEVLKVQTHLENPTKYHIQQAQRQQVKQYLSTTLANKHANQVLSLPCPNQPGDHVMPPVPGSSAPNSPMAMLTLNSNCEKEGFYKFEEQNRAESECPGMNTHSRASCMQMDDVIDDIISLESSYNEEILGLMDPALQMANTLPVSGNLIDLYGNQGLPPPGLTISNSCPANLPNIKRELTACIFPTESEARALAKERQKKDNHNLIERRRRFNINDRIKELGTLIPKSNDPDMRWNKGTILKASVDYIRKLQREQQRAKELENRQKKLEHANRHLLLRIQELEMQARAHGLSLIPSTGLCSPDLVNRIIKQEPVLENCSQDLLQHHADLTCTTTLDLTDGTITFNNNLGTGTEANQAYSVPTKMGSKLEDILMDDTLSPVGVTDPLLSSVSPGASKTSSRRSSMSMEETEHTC
FBW7 activator: activators of human E3 ligase FBW7. 650,000 tested, 0.13% active. normalized activity (activation), % at 26.1 µM. AlphaScreen FBW7–phospho-cyclin E peptide binding, activator screen. AID 1259310. Q969H0; in the data active = normalized activity above about 1.9%;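 note: purified mutant Fbw7 with reduced substrate affinity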
TEAD-YAP block: TEAD-YAP interaction inhibition; HEK-TIYL cells, TEAD-Gal4/YAP UAS-luciferase luminescence; inhibition, % at 9.12 µM; 640,000 tested, 1.4% active; AID 1259422; in the data active = inhibition above about 32%;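 note: 0% = median of test compound wells and 100% = reference inhibitor wells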
GPR151 activ: activates the human receptor GPR151; PathHunter beta-arrestin GPR151 cells, luminescence; activation, % at 11.2 µM; 650,000 tested, 1% active; in the data active = activation above about 4.9%;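 note: 0% = median of compound wells and 100% = cells with positive control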
Target sequence (Q8TDV0 whole entry, looked up): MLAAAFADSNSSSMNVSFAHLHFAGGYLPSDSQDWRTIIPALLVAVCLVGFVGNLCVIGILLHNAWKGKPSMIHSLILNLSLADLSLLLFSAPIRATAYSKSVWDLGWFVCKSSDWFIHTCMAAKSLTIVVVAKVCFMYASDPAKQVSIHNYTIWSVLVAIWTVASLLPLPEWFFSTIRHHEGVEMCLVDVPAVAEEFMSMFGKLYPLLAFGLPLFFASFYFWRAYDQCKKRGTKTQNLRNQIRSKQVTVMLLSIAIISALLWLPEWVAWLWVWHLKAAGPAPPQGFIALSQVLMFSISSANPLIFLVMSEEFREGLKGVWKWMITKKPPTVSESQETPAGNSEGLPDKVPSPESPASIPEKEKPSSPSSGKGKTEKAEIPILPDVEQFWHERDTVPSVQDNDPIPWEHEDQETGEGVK
The depositor's hits bear a star.

COc1ccc(C2C=C(c3ccc(C)c(C)c3)Nc3ncnn32)c(OC)c1 (configuration not stated) was read as MITF primary 5, FBW7 activator 0.2, TEAD-YAP block 0 and GPR151 activ 1.0.
Screening O=S(=O)(NC1CCCC1)c1ccc(-c2ccc(S(=O)(=O)NC3CCCC3)cc2)cc1 returned MITF primary -3, FBW7 activator -0.2, TEAD-YAP block 28 and GPR151 activ 1.6.
O=S(=O)(NCc1ccccn1)c1ccc(-n2cccn2)cc1 was read as MITF primary 9, FBW7 activator 0.6, TEAD-YAP block 1 and GPR151 activ -0.5.
CC(C)(C)C1=NN(CC(=O)NCc2cccs2)C(=O)c2cc3ccccc3n2C1 was read as MITF primary 5, FBW7 activator 0.0, TEAD-YAP block -3 and GPR151 activ 0.1.
O=C(O)CCCCCN1C(=O)/C(=C\c2ccccc2O)SC1=S was read as MITF primary 2, FBW7 activator 0.0, TEAD-YAP block 25 and GPR151 activ -0.3.
`CNC(=O)N(O)C1N(C)C(=O)N(CCC(=O)NN)C1(C)C` (configuration not stated) gave MITF primary -2, FBW7 activator -0.1, TEAD-YAP block 8 and GPR151 activ 0.2.
CCOc1ccccc1-n1c(SCC(=O)Nc2ccccc2)nnc1-c1ccncc1 was read as MITF primary 2, FBW7 activator 0.0, TEAD-YAP block 10 and GPR151 activ 0.5.
Screening COc1ccc(C2C(C#N)=C(N)N(c3ncn[nH]3)C3=C2C(=O)CCC3)cc1 (configuration not stated) returned MITF primary -2, FBW7 activator 0.0, TEAD-YAP block -4 and GPR151 activ 1.0.
`O=C(CNC(=O)c1ccc(N2CCCC2)c([N+](=O)[O-])c1)Nc1ccc(F)c(F)c1F` gave MITF primary -8, FBW7 activator -0.1, TEAD-YAP block 5 and GPR151 activ 0.1.
For Cc1ccc(C(=O)NCc2cccc(Cl)c2)s1 the results were MITF primary 7, FBW7 activator 0.2, TEAD-YAP block -22 and GPR151 activ 0.4.
COC(=O)c1ccc(OCC2c3cc(OC)c(OC)cc3CCN2C(=O)c2c(F)cccc2Cl)cc1 (configuration not stated) was read as MITF primary 8, FBW7 activator 0.0, TEAD-YAP block 6 and GPR151 activ 0.2.
Screening CS(=O)(=O)N(CC(=O)Nc1ccc(I)cc1)c1ccccc1F returned MITF primary 1, FBW7 activator 0.1, TEAD-YAP block 6 and GPR151 activ 0.4.
Cc1cc(=O)[nH]c(SCC(=O)Nc2cccc(C(F)(F)F)c2)n1 was read as MITF primary 14, FBW7 activator 0.2, TEAD-YAP block 3 and GPR151 activ -0.8.
CN(Cc1ccccc1)C(=O)c1cc(COc2cccc3cnccc23)on1 was read as MITF primary 12, FBW7 activator 0.2, TEAD-YAP block 33* and GPR151 activ -2.6.
CN1C[C@@H]2C[C@@H](c3cc4ccccc4s3)N3CCC[C@@]23C1=O was read as MITF primary 8, FBW7 activator 0.0, TEAD-YAP block 1 and GPR151 activ 1.3.
`O=[N+]([O-])c1cccc(N2CCOCC2)c1` gave MITF primary 6, FBW7 activator 0.0, TEAD-YAP block 3 and GPR151 activ 0.0.
`CC(C)CCNC(=O)c1ccc(OC2CCN(Cc3ccccn3)CC2)cc1` gave MITF primary 3, FBW7 activator -0.1, TEAD-YAP block 6 and GPR151 activ -0.1.
Screening O=C(O)c1ccc(C(=O)c2cccc([N+](=O)[O-])c2)cc1 returned MITF primary 5, FBW7 activator 0.2, TEAD-YAP block 2 and GPR151 activ 0.2.
`COC(=O)C1=C(C)NC(=S)NC1c1cc(OC)c(OC)cc1Br` (configuration not stated) gave MITF primary -1, FBW7 activator -0.2, TEAD-YAP block 7 and GPR151 activ 1.6.
O=c1/c(=C/c2cccc([N+](=O)[O-])c2)sc2nnc(-c3ccccc3)n12 was read as MITF primary -11, FBW7 activator -0.1, TEAD-YAP block -4 and GPR151 activ -0.6.
`CC[C@H](C)[C@H](NC(N)=O)C(=O)NNC(=O)c1cc(Cl)ccc1OC` gave MITF primary 6, FBW7 activator 0.0, TEAD-YAP block -1 and GPR151 activ 3.3.
For CCCC(=O)OCC(=O)c1ccc(Br)cc1 the results were MITF primary -1, FBW7 activator -0.1, TEAD-YAP block -4 and GPR151 activ 0.9.
`CCOC(=O)C1CCCN(C(=O)Cn2c(=S)[nH]c3ccccc3c2=O)C1` (configuration not stated) gave MITF primary 3, FBW7 activator 0.0, TEAD-YAP block 14 and GPR151 activ -1.1.
For COc1ccc(OCC(O)COc2ccc(C(=O)O)cc2)cc1 (configuration not stated) the results were MITF primary 2, FBW7 activator 0.0, TEAD-YAP block 4 and GPR151 activ -0.8.
Screening COc1cc(-c2ncnn2-c2ccccc2Cl)ccc1OCc1ccccc1 returned MITF primary 4, FBW7 activator 1.3, TEAD-YAP block -41 and GPR151 activ -3.4.
Screening O=C(COC(=O)c1ccccn1)Nc1nccs1 returned MITF primary 14, FBW7 activator 0.2, TEAD-YAP block 2 and GPR151 activ 0.2.
Screening CN1CCN(NC(=O)c2ccc(Br)s2)CC1 returned MITF primary 13, FBW7 activator 0.2, TEAD-YAP block 7 and GPR151 activ -2.0.
For Cc1ccc(NC(=O)C2C3C4CCC(C4)C23)cc1 (configuration not stated) the results were MITF primary 6, FBW7 activator 0.0, TEAD-YAP block 9 and GPR151 activ -2.7.
Cc1ccccc1C1(CC(=O)N(C)C)CC(=O)N(Cc2ccncc2)C1=O (configuration not stated) was read as MITF primary -6, FBW7 activator 0.0, TEAD-YAP block 4 and GPR151 activ 2.3.
Screening OC(CC#CCN1CCCCCC1)(c1ccccc1)c1ccccc1 returned MITF primary 22, FBW7 activator 1.0, TEAD-YAP block -10 and GPR151 activ -1.2.
`CCOC(=O)C1=C(C)N=c2s/c(=C/c3cc(C)n(-c4ccc(I)c(C)c4)c3C)c(=O)n2C1c1ccc(Cl)cc1` (configuration not stated) gave MITF primary 7, FBW7 activator 0.1, TEAD-YAP block 4 and GPR151 activ 1.1.
Screening COc1cc(/C=N/NC(=O)CSc2ccccn2)ccc1O returned MITF primary 6, FBW7 activator 0.2, TEAD-YAP block 7 and GPR151 activ -0.7.
For CCSc1nc2c(c(=O)n1-c1ccc(Br)cc1)SCC2 the results were MITF primary -12, FBW7 activator 0.0, TEAD-YAP block 1 and GPR151 activ -0.5.
`O=C(c1cccc(Cl)c1Cl)N1CCN(c2ccc([N+](=O)[O-])cc2)CC1` gave MITF primary -5, FBW7 activator -0.2, TEAD-YAP block 2 and GPR151 activ -0.5.
`O=C(Nc1ccc2c(c1)OCO2)N1c2ccccc2Sc2ccccc21` gave MITF primary 4, FBW7 activator -0.1, TEAD-YAP block -4 and GPR151 activ -0.1.
Screening COc1cccc(C2=NC(c3ccc(Cl)cc3)NC(c3cc(Cl)ccc3O)C2)c1 (configuration not stated) returned MITF primary -1, FBW7 activator -0.1, TEAD-YAP block 3 and GPR151 activ 1.8.
CN1C(=O)/C(=C/c2ccccc2OCc2ccccc2)NC1=S was read as MITF primary 4, FBW7 activator -0.1, TEAD-YAP block 9 and GPR151 activ 0.9.
`O=[N+]([O-])c1ccc(Oc2ccccc2O)c2c1no[n+]2[O-]` gave MITF primary 66*, FBW7 activator -1.6, TEAD-YAP block -13 and GPR151 activ -3.2.
`Cc1cccc(CC(=O)NCCn2c(C)cc3ccccc32)c1` gave MITF primary 24, FBW7 activator 0.6, TEAD-YAP block 0 and GPR151 activ -1.5.
For O=C(OCCNC1=C(n2nnc3ccccc32)C(=O)c2ccccc2C1=O)c1ccccc1 the results were MITF primary 7, FBW7 activator -1.1, TEAD-YAP block -6 and GPR151 activ -0.2.
CSCC[C@H](NC(C)=O)C(=O)N1CCC(c2ccnc(-c3ccccc3)n2)CC1 was read as MITF primary 3, FBW7 activator 0.0, TEAD-YAP block 5 and GPR151 activ 0.0.
For CCN1CCN(CCCNC(=O)c2nn(-c3cccc(OC)c3)c(=O)c3ccccc23)CC1 the results were MITF primary 4, FBW7 activator 0.2, TEAD-YAP block 4 and GPR151 activ 0.2.
For CCCc1cc(=O)[nH]c2nnc(SCC(=O)Nc3cccc(F)c3)n12 the results were MITF primary 16, FBW7 activator 0.6, TEAD-YAP block 6 and GPR151 activ -1.0.
COc1cc2cc3c(N)c(C(=O)N4CCC(C)CC4)sc3nc2cc1OC was read as MITF primary 16, FBW7 activator 0.2, TEAD-YAP block -4 and GPR151 activ 0.1.
COC(=O)Nc1ccc(S(=O)(=O)NCC(=O)O)cc1 was read as MITF primary 7, FBW7 activator 0.0, TEAD-YAP block 0 and GPR151 activ 1.3.
Screening Cc1ncn(-c2ccc(Nc3nccc(-c4cccc(N5CCOCC5)c4)n3)cc2)n1 returned MITF primary 4, FBW7 activator -0.2, TEAD-YAP block 7 and GPR151 activ 4.5.
Screening Cc1cc(CSc2nnc(-c3ccccc3)n2C)oc1C(=O)O returned MITF primary 27, FBW7 activator 0.0, TEAD-YAP block 2 and GPR151 activ -0.1.
CCOc1cc(C2CC(=O)Nc3c2ccc2ccccc32)ccc1OC(=O)C1CC1 (configuration not stated) was read as MITF primary 1, FBW7 activator -0.1, TEAD-YAP block -9 and GPR151 activ 1.7.
For Cc1ccc2c(c1)-c1onc(C(=O)N3CCN(C(=O)c4ccco4)CC3)c1CO2 the results were MITF primary 7, FBW7 activator 0.1, TEAD-YAP block 2 and GPR151 activ 1.9.
Screening O=C(O)CNC(=O)c1ccccc1OC(F)F returned MITF primary 4, FBW7 activator 0.1, TEAD-YAP block 4 and GPR151 activ -0.2.
Screening COCC(=O)N(Cc1ccc(Cl)cc1)Cc1nc2ccccc2c(=O)[nH]1 returned MITF primary 4, FBW7 activator 0.0, TEAD-YAP block 9 and GPR151 activ 0.3.
`N=C1c2ccccc2CN1NC(=O)c1ccccc1-n1cccc1` gave MITF primary 1, FBW7 activator -0.1, TEAD-YAP block 11 and GPR151 activ 2.3.
Screening CCC(=O)Nc1ccc(Cl)c(NC(=O)c2c(OC)cccc2OC)c1 returned MITF primary 13, FBW7 activator 0.2, TEAD-YAP block 0 and GPR151 activ 0.0.
For Cc1cc(-c2ccccc2)nc2cc(C(=O)O)nn12 the results were MITF primary 2, FBW7 activator 0.4, TEAD-YAP block -3 and GPR151 activ -0.9.
For CCC(C)NC(=O)CSc1nc2ccccc2c(=O)n1CCC(=O)N1CCN(c2ccccc2)CC1 (configuration not stated) the results were MITF primary 6, FBW7 activator 0.8, TEAD-YAP block -3 and GPR151 activ -1.1.
`Cc1c(Cl)c(C(F)(F)F)nn1CC(N)=O` gave MITF primary 7, FBW7 activator 0.1, TEAD-YAP block 5 and GPR151 activ 2.5.
O=C(c1ccc(F)c(F)c1)N1CCN(S(=O)(=O)c2cc3c4c(c2)CCC(=O)N4CCC3)CC1 was read as MITF primary -8, FBW7 activator -0.2, TEAD-YAP block 19 and GPR151 activ 0.1.
Screening COc1cccc(NC(=O)CCNC(=O)c2cn(-c3cccc(OC)c3)c(=O)c3ccccc23)c1 returned MITF primary -14, FBW7 activator 0.1, TEAD-YAP block 7 and GPR151 activ -0.8.
For Cc1ccccc1CS(=O)(=O)CCC(=O)NC(C)C the results were MITF primary 2, FBW7 activator -0.4, TEAD-YAP block -5 and GPR151 activ -0.1.
O=C(CCCOc1ccccc1)Nc1ccccc1C(=O)N1CCOCC1 was read as MITF primary 4, FBW7 activator 0.1, TEAD-YAP block 8 and GPR151 activ 9.4*.
Screening CCC(=O)NCC1Cc2cc(C)cc(-c3cc(C(C)=O)ccc3F)c2O1 (configuration not stated) returned MITF primary 1, FBW7 activator 0.1, TEAD-YAP block 6 and GPR151 activ 0.0.
For COC(=O)Cc1ccc(NC(=S)Nc2cccnc2)cc1 the results were MITF primary 7, FBW7 activator -0.2, TEAD-YAP block 9 and GPR151 activ -0.3.
O=C(Nc1cccc(F)c1)C1CCCN1S(=O)(=O)c1cccc2nsnc12 (configuration not stated) was read as MITF primary -26, FBW7 activator -0.2, TEAD-YAP block -15 and GPR151 activ -0.5.
`COc1ccccc1OC(=O)c1cccc(S(=O)(=O)N2CCOCC2)c1` gave MITF primary 8, FBW7 activator -0.1, TEAD-YAP block 4 and GPR151 activ -0.7.

In the list so far, these contain a COOH group.
O=C(O)CCCCCN1C(=O)/C(=C\c2ccccc2O)SC1=S was read as MITF primary 2, FBW7 activator 0.0, TEAD-YAP block 25 and GPR151 activ -0.3.
Screening O=C(O)c1ccc(C(=O)c2cccc([N+](=O)[O-])c2)cc1 returned MITF primary 5, FBW7 activator 0.2, TEAD-YAP block 2 and GPR151 activ 0.2.
For COc1ccc(OCC(O)COc2ccc(C(=O)O)cc2)cc1 (configuration not stated) the results were MITF primary 2, FBW7 activator 0.0, TEAD-YAP block 4 and GPR151 activ -0.8.
COC(=O)Nc1ccc(S(=O)(=O)NCC(=O)O)cc1 was read as MITF primary 7, FBW7 activator 0.0, TEAD-YAP block 0 and GPR151 activ 1.3.
Screening Cc1cc(CSc2nnc(-c3ccccc3)n2C)oc1C(=O)O returned MITF primary 27, FBW7 activator 0.0, TEAD-YAP block 2 and GPR151 activ -0.1.
Screening O=C(O)CNC(=O)c1ccccc1OC(F)F returned MITF primary 4, FBW7 activator 0.1, TEAD-YAP block 4 and GPR151 activ -0.2.
For Cc1cc(-c2ccccc2)nc2cc(C(=O)O)nn12 the results were MITF primary 2, FBW7 activator 0.4, TEAD-YAP block -3 and GPR151 activ -0.9.

Reprinted from the listing (two entries):
O=C(CCCOc1ccccc1)Nc1ccccc1C(=O)N1CCOCC1 was read as MITF primary 4, FBW7 activator 0.1, TEAD-YAP block 8 and GPR151 activ 9.4*.
Screening CCC(=O)NCC1Cc2cc(C)cc(-c3cc(C(C)=O)ccc3F)c2O1 (configuration not stated) returned MITF primary 1, FBW7 activator 0.1, TEAD-YAP block 6 and GPR151 activ 0.0.
